# Assay outcomes: PubChem BioAssay, several laboratories
# LYP phosphatase: LYP phosphatase inhibitors, primary screen, biochemical, DiFMUP fluorescence, recombinant catalytic domain, 10 µM (AID 606). 52,000 tested, under 10 active. inhibition, % at 10 µM, or IC50 in µM where a hit was titrated. Tyrosine-protein phosphatase non-receptor type 22 (Homo sapiens). recombinant LYP catalytic domain, DiFMUP fluorescence; higher % means a stronger effect;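 active = IC50 under 40 µM in the dose-response test; inactive = IC50 of 40 µM or more, or never dose-tested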
# Spn MK inh: S. pneumoniae MK inhibitors, primary screen, biochemical, PK/LDH-coupled NADH absorbance | inhibition, % at 10 µM | purified MK, PK/LDH-coupled NADH absorbance 340 nm | actives 0.48% (n = 65,000);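 active = ranked among the strongest by inhibition in the single 10 µM screen, a fixed top-ranked set picked for dose follow-up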; also: no value below 0 was filed
# PMK inhibit: S. pneumoniae PMK inhibitors, primary screen, biochemical, mevalonate pathway, pilot trial included; inhibition, % at 10 µM; actives 0.49% (n = 65,000); purified PMK, PK/LDH-coupled NADH absorbance 340 nm; AID 539, 2006; phosphomevalonate kinase (Streptococcus pneumoniae D39);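 active = top-ranked compounds by inhibition in the single 10 µM screen, taking a fixed number of the strongest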;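 also: 0% = full reaction with DMSO carrier and 100% = background rate without enzyme reaction; no value below 0 was filed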
# HPDE-C7 viability: cytotoxicity in HPDE-C7 cells, cell-based, fluorescence, HTS (AID 430); HPDE-C7 pancreatic duct cells viability, fluorescence; higher % means a stronger effect; one-dose cytotoxicity, % at 10 µM; EC50 in µM for titrated hits; actives 1.8% (n = 63,000);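 also: cells exposed to compound for 48 hours before viability readout; 0% = vehicle and 100% = reference cytotoxic drug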
# DPM-DC inhibit: S. pneumoniae DPM-DC inhibitors, primary screen, biochemical, PK/LDH-coupled NADH fluorescence. diphosphomevalonate decarboxylase (Streptococcus pneumoniae D39). purified DPM-DC. calls only at 10 µM. actives 0.49% (n = 65,000);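 active = the 320 compounds with the highest percent inhibition in the single-dose primary screen, excluding strongly autofluorescent ones, cut at about 32% in these data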;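 also: kinetic rate of NADH fluorescence loss reporting ADP formed by the decarboxylase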
# Alkaline phosphatase: human TNAP enzyme inhibitors, biochemical, luminescent (AID 518); actives 0.09% (n = 64,000); Alkaline phosphatase, tissue-nonspecific isozyme (Homo sapiens); purified TNAP enzyme, luminescent substrate readout; higher % means a stronger effect; inhibition, % at 20 µM, or IC50 in µM where a hit was titrated; in the data active = a potency from the dose series; inactive = the rest, 99 in 100 with inhibition below about 22%;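 also: plate controls were vehicle for no effect and reference inhibitor for full effect; many of its hits are not listed in these tables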
# HT1080 viability: cytotoxicity in HT1080 fibrosarcoma cells, cell-based, fluorescence readout (AID 620). HT1080 viability, fluorescence; higher % means a stronger effect. cytotoxicity, % at 10 µM, or EC50 in µM where a hit was titrated. actives 0.42% (n = 87,000);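 also: cells exposed to compound overnight then 4 h with Alamar Blue; 0% = vehicle DMSO and 100% = killing control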
# Bfl-1 displacement: Bfl-1 inhibitors, primary screen, biochemical, fluorescence polarization, FITC-Bid, mouse (AID 432) | Bcl-2-related protein A1 (Mus musculus) | FITC-Bid BH3 peptide fluorescence polarization displacement; higher % means a stronger effect | displacement, % at 20 µM; hits with a dose series show IC50 in µM | actives 0.02% (n = 64,000); in the data active = a potency from the dose series; inactive = the rest, 99 in 100 with displacement below about 15%; also: strong numbers were not always called active
# KRASV12 cytotoxicity: cytotoxicity in KRAS-transformed pancreatic duct cells, primary screen, cell-based, fluorescence, HTS (AID 431). HPDE-C7K KRASV12 cells, Alamar Blue viability, 48 h; higher % means a stronger effect. one-dose cytotoxicity, % at 10 µM; EC50 in µM for titrated hits. actives 1.7% (n = 63,000);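 active = compounds whose percent cytotoxicity in the single-dose primary screen, scaled between solvent and toxic-drug controls, exceeds 50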;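 also: 0% = DMSO solvent wells and 100% = doxorubicin-treated wells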
# PMK inhibit pilot replicates: second read-out of PMK inhibit, no call of its own (marks repeat the call); inhibition, %; measured here: pilot screen replicates
# Spn MK inh pilot replicates: further read-out of Spn MK inh, marked with its call; inhibition, %; measured here: pilot screen replicates
# DPM-DC inhibit pilot screen %: second read-out of DPM-DC inhibit, no call of its own (marks repeat the call); inhibition, %; measured here: pilot screen trials
# Starred values were filed as active, the others as inactive; i = inactive; / = no result given. Rule as the data show it, unless noted: active = cytotoxicity above about 50%; inactive = the rest.
SMILES,LYP phosphatase,Spn MK inh,PMK inhibit,HPDE-C7 viability,DPM-DC inhibit,Alkaline phosphatase,HT1080 viability,Bfl-1 displacement,KRASV12 cytotoxicity,others
COc1ccccc1CN1C(=O)CN(C2CCCC2)C(=O)C1c1ccc(F)cc1 (stereo not given),-1.9%,0.0,10.0,-16.6%,i,7.6%,-3.0%,1.4%,-3.6%,
CC(C)(C)NC(=O)C1CCC(C)(C(=O)O)C1(C)C (stereo not given),-2.6%,0.0,0.0,5.8%,i,11.9%,-3.4%,-7.4%,3.3%,
CC1=C(C(=O)Nc2ccccc2)C(c2ccco2)C(C#N)=C(SCC(=O)OC(C)C)N1 (stereo not given),/,0.0,0.0,42.1%,i,10.4%,3.1%,3.2%,49.2%,
CC(=O)OC(C)(CCC(C)(OC(C)=O)C(C)=O)C(C)=O (stereo not given),13.8%,7.0,0.0,-6.8%,i,6.7%,-2.1%,0.2%,6.8%,
CNC(=O)CN(c1cc(C)ccc1C)S(C)(=O)=O,9.1%,0.0,6.0,-3.9%,i,7.5%,3.3%,-3.2%,-9.1%,
CCOC(=O)c1c(NC(=O)c2noc3c2CCCC3)sc(C)c1C,11.8%,22.0,0.0,6.5%,i,7.2%,-2.4%,-2.9%,6.9%,
O=C(CNC(=O)C12CC3CC(CC(C3)C1)C2)NC1=NCCS1,8.3%,6.0,1.0,-8.8%,i,-4.2%,-1.0%,8.2%,-16.1%,
Cn1nnnc1SCC(=O)N1CCN(Cc2ccccc2)CC1,5.5%,10.0,6.0,-8.9%,i,3.2%,-5.9%,3.8%,-3.4%,
Cc1cc2ncn(CC(O)COC3CCCCC3)c2cc1C (stereo not given),2.8%,3.0,3.0,-14.3%,i,4.8%,8.5%,-2.1%,-2.3%,
CCOC(=O)CCn1c(CC(=O)OCC)nc2ccccc21,4.3%,4.0,2.0,-8.6%,i,4.6%,9.9%,-6.2%,-3.7%,
CC(C)(C)c1cc(CN2CCN(CCO)CC2)cc(C(C)(C)C)c1O,11.1%,10.0,0.0,-9.7%,i,10.6%,3.7%,-0.1%,-4.4%,
CCCC1COC(Cn2cncn2)(c2ccc(C)cc2)O1 (stereo not given),-4.7%,3.0,5.0,-5.7%,i,0.1%,-1.6%,3.1%,-8.6%,
c1ccc(-c2nc(N3CCCCCC3)nc(-n3ccnc3)n2)cc1,4.8%,0.0,7.0,-19.9%,i,6.0%,-15.5%,-1.8%,-10.1%,
Cn1c(Cn2c(=O)sc3ccccc32)nnc1SCc1ccccc1F,11.8%,4.0,2.0,-4.5%,i,2.4%,-5.4%,2.2%,8.7%,
O=C1OC2CCC1(c1ccccc1)C2 (stereo not given),6.0%,11.0,0.0,1.7%,i,13.9%,5.7%,-4.7%,4.0%,
CC(C)(C)NC(=O)CSc1nnc(C2CC2)n1Cc1ccccc1,17.2%,0.0,22.0,-7.8%,i,-2.4%,39.3%,-0.8%,-5.4%,
CC(C)CCn1nnnc1C(c1ccccc1)N1CCN(C)CC1 (stereo not given),0.3%,10.0,2.0,3.1%,i,13.9%,-3.1%,0.9%,3.6%,
Cn1c(C(=O)NCCCN2CCN(c3ccc(F)cc3)CC2)cc2c(=O)n(C)c3ccccc3c21,/,7.0,9.0,13.8%,i,18.0%,/,-7.1%,7.4%,PMK inhibit pilot replicates=0.5;Spn MK inh pilot replicates=0.5;DPM-DC inhibit pilot screen %=0.0
COc1c(S(=O)(=O)N2CCCCC2)ccc2c(S(=O)(=O)N3CCCCC3)cccc12,8.7%,9.0,5.0,4.6%,i,3.8%,-5.8%,-4.9%,11.4%,
Cc1noc(C)c1COC(=O)CCN1c2ccccc2Sc2ccccc21,1.2%,3.0,13.0,-8.0%,i,7.1%,-1.3%,-6.4%,-3.2%,

# Filtered by structure: the entries above with a halogen
SMILES,LYP phosphatase,Spn MK inh,PMK inhibit,HPDE-C7 viability,DPM-DC inhibit,Alkaline phosphatase,HT1080 viability,Bfl-1 displacement,KRASV12 cytotoxicity,others
COc1ccccc1CN1C(=O)CN(C2CCCC2)C(=O)C1c1ccc(F)cc1 (stereo not given),-1.9%,0.0,10.0,-16.6%,i,7.6%,-3.0%,1.4%,-3.6%,
Cn1c(Cn2c(=O)sc3ccccc32)nnc1SCc1ccccc1F,11.8%,4.0,2.0,-4.5%,i,2.4%,-5.4%,2.2%,8.7%,
Cn1c(C(=O)NCCCN2CCN(c3ccc(F)cc3)CC2)cc2c(=O)n(C)c3ccccc3c21,/,7.0,9.0,13.8%,i,18.0%,/,-7.1%,7.4%,PMK inhibit pilot replicates=0.5;Spn MK inh pilot replicates=0.5;DPM-DC inhibit pilot screen %=0.0

# (list continues)
SMILES,LYP phosphatase,Spn MK inh,PMK inhibit,HPDE-C7 viability,DPM-DC inhibit,Alkaline phosphatase,HT1080 viability,Bfl-1 displacement,KRASV12 cytotoxicity,others
Cc1ccc(C)c(C(=O)COC(=O)c2ccc(Br)o2)c1,10.2%,4.0,0.0,-17.5%,i,10.0%,/,-12.2%,-21.1%,
CCCCOc1ccccc1C1C(C(=O)OC)=C(C)N(C)C(C)=C1C(=O)OC,10.1%,4.0,0.0,-9.2%,i,1.1%,-2.7%,-2.3%,-9.4%,
CCOC(=O)c1ccc(NS(=O)(=O)c2c(C)n(C)c(=O)n(C)c2=O)cc1,-1.4%,3.0,0.0,3.3%,i,12.3%,-0.9%,3.4%,4.9%,
Cc1ccc(N2C(=O)CC3(CC4C=CC3C4)C2=O)cc1 (stereo not given),10.3%,9.0,6.0,-4.1%,i,10.0%,6.1%,-0.4%,-6.9%,
COc1cc2c(cc1NC(=O)CC1SC(N3CCCC3)=NC1=O)oc1ccccc12 (stereo not given),11.5%,0.0,14.0,31.1%,i,1.5%,12.9%,-0.5%,43.0%,
O=C(COc1cc(Cl)c(Cl)cc1Cl)Nn1cnnc1,9.0%,9.0,9.0,0.2%,i,2.8%,-7.2%,2.5%,-3.1%,
O=C(Nn1cnc2ccccc2c1=O)C1CCCCC1,5.4%,0.0,11.0,0.7%,i,1.6%,2.0%,-4.2%,-7.5%,
CCOc1ccc(CCNC(=O)CCn2cccc2)cc1OCC,-0.6%,0.0,8.0,-12.4%,i,7.8%,-9.0%,2.5%,1.0%,
COc1ccc(-n2cnnc2SCC(=O)c2cc(C)n(Cc3cccs3)c2C)cc1,0.5%,0.0,14.0,0.5%,i,2.9%,0.3%,-15.4%,5.2%,
Cc1ccc(-c2csc(NC(=O)c3cccc(S(=O)(=O)N4CCN(C)CC4)c3)n2)cc1,1.9%,0.0,11.0,-14.3%,i,17.9%,-2.0%,-4.6%,-17.8%,
CNC(=O)NC1CCCCc2sccc21 (stereo not given),2.3%,36.0,0.0,2.1%,i,-3.3%,-2.2%,-8.0%,10.2%,
CCCNC(=O)CC(NS(=O)(=O)c1ccc(Cl)cc1)c1ccco1 (stereo not given),14.1%,2.0,3.0,-4.3%,i,13.4%,0.9%,-3.6%,2.2%,
O=C(Nc1ccc2c(c1)OCO2)C1COc2ccccc2O1 (stereo not given),11.8%,12.0,22.0,-11.0%,i,5.8%,-1.1%,3.2%,-1.5%,
COCCn1c(NCc2ccccc2)nc2c1c(=O)[nH]c(=O)n2C,9.7%,0.0,16.0,-15.3%,i,0.7%,-1.7%,-20.4%,-14.4%,
CCOc1ccc(NC(=O)c2ccc(F)c(S(=O)(=O)N3CCN(c4ccccn4)CC3)c2)cc1,2.4%,1.0,13.0,-12.7%,i,3.9%,4.4%,-4.6%,-7.8%,
O=C(CN1C2CCC1CC(NC(=O)NC1CCCCC1)C2)NC1CC1 (stereo not given),/,3.0,13.0,/,i,-0.3%,1.0%,4.2%,/,
Cc1ccc(NC(=O)CC2Nc3ccccc3NC2=O)cc1Cl (stereo not given),/,2.0,0.0,37.5%,i,7.9%,/,-0.7%,51.6%*,PMK inhibit pilot replicates=3.0;Spn MK inh pilot replicates=1.0;DPM-DC inhibit pilot screen %=27.5
O=C(NCc1ccccc1)NC(=O)c1ccncc1,10.4%,0.0,0.0,-0.3%,i,13.2%,/,-2.0%,-2.2%,
CC(=O)c1cccc(NC(=O)CN2C(=O)NC3(CCCCCCC3)C2=O)c1,/,1.0,0.0,7.1%,i,18.7%,4.1%,-0.8%,9.1%,
Cn1c(C(=O)NC2CCCCC2)cc2c(=O)n(C)c3ccccc3c21,/,6.0,13.0,1.1%,i,6.6%,0.7%,-1.8%,1.5%,
O=C(O)CC(C(=O)Nc1cccc(C(F)(F)F)c1)C1CCCO1 (stereo not given),7.3%,3.0,6.0,-2.6%,i,9.3%,3.2%,7.7%,5.1%,PMK inhibit pilot replicates=0.0;Spn MK inh pilot replicates=0.0;DPM-DC inhibit pilot screen %=0.0
Cn1c(Cc2ccccc2)nnc1SCC(=O)Nc1ccc2c(c1)OCO2,0.6%,6.0,7.0,4.1%,i,7.3%,8.7%,-3.6%,7.0%,
FC(F)(F)c1nnc2ccc(NCn3nnc4ccccc43)nn12,/,0.0,12.0,-0.3%,i,3.7%,-1.9%,2.6%,11.6%,PMK inhibit pilot replicates=0.5;Spn MK inh pilot replicates=4.5;DPM-DC inhibit pilot screen %=1.5
COc1ccc(-n2c(Cc3cccn3C)nnc2SCC(=O)NCc2ccc(F)cc2)cc1,8.2%,9.0,2.0,-20.6%,i,-2.5%,-12.8%,-13.4%,-26.2%,
Cc1ccc2nc3c(c(N)c2c1)CCN3c1ccccc1,/,1.0,3.0,10.8%,/,10.8%,5.7%,-3.8%,10.6%,
CCc1ccc(C2CC(=O)N3CN(c4ccccc4)CSC3=C2C#N)cc1 (stereo not given),2.4%,2.0,0.0,-1.3%,i,8.0%,-0.9%,1.8%,2.4%,
O=C(CSCCO)Nc1ccc(C2CCCCC2)cc1,2.1%,4.0,4.0,2.0%,i,13.1%,3.9%,-7.2%,-3.9%,

# A portion taken from the entries so far, as a working copy:
SMILES,LYP phosphatase,Spn MK inh,PMK inhibit,HPDE-C7 viability,DPM-DC inhibit,Alkaline phosphatase,HT1080 viability,Bfl-1 displacement,KRASV12 cytotoxicity,others
O=C(O)CC(C(=O)Nc1cccc(C(F)(F)F)c1)C1CCCO1 (stereo not given),7.3%,3.0,6.0,-2.6%,i,9.3%,3.2%,7.7%,5.1%,PMK inhibit pilot replicates=0.0;Spn MK inh pilot replicates=0.0;DPM-DC inhibit pilot screen %=0.0
Cn1c(Cc2ccccc2)nnc1SCC(=O)Nc1ccc2c(c1)OCO2,0.6%,6.0,7.0,4.1%,i,7.3%,8.7%,-3.6%,7.0%,
FC(F)(F)c1nnc2ccc(NCn3nnc4ccccc43)nn12,/,0.0,12.0,-0.3%,i,3.7%,-1.9%,2.6%,11.6%,PMK inhibit pilot replicates=0.5;Spn MK inh pilot replicates=4.5;DPM-DC inhibit pilot screen %=1.5
